# RAD52 inh: blocks human RAD52 DNA annealing | P43351 | 360,000 compounds, 0.46% hits | recombinant RAD52 DNA annealing, FRET fluorescence | inhibition, % at 18.7 µM;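 active means every replicate showing at least 50% inhibition; inconclusive means mean inhibition at least 50% but not in every replicate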
# RAD54 inh: RAD54 (human) branch migration inhibition | RAD54 Holliday junction branch migration, FAM/BHQ fluorescence | AID 602329 | 360,000 compounds, 0.14% hits | inhibition, % at 10.4 µM;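 active means mean normalized replicate activity at least 40 and at least half of replicates scoring 40 or more; inconclusive means only one of the two criteria met; inactive means mean below 40 and under half of replicates reaching 40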;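 further: 0% = median of neutral control wells and 100% = median of positive control wells; inhibitors cause a drop in the FAM fluorescence signal; in these data hits start at about 50%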
# ARNT-TACC3 inh: disruptors of human ARNT/TACC3 interaction; AlphaScreen His-ARNT PAS-B/GST-TACC3 binding, luminescence; TACC3 fragment carries E629A point mutation; inhibition, % at 9.99 µM; 390,000 compounds, 0.66% hits;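 active means mean inhibition of replicates at least 50% and at least half of replicates each reaching 50%; inconclusive means half or more replicates reach 50% but mean below 50%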;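 further: 0% = complete ARNT plus TACC3 wells and 100% = ARNT alone without TACC3; many hits fall short of the cut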
# Casp6 inh: blocks human caspase-6 cleavage activity. purified caspase-6, Z-VEID-R110 cleavage fluorescence. P55212. 350,000 compounds, 0.53% hits. AID 686996. inhibition, % at 12.5 µM;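 active means mean inhibition across replicates at least about 35%, with every replicate also reaching that limit, limit read from the data; inconclusive means only one of the two criteria met; inactive means neither criterion met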;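 further: 0% = median of neutral control wells and 100% = no fluorescence left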
# ERp5 block: ERp5 (human) disulfide isomerase inhibition. ERp5 insulin aggregation, absorbance 650 nm, 90 min. Q15084. inhibition, % at 9.99 µM. 350,000 compounds, 0.05% hits;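 active means mean replicate inhibition above about 25%, with every replicate also reaching it, limit read from the data, passing the limit was not always enough; inconclusive means only one of those two criteria met; inactive means neither criterion met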
# Target sequence (Q15084 whole entry, looked up): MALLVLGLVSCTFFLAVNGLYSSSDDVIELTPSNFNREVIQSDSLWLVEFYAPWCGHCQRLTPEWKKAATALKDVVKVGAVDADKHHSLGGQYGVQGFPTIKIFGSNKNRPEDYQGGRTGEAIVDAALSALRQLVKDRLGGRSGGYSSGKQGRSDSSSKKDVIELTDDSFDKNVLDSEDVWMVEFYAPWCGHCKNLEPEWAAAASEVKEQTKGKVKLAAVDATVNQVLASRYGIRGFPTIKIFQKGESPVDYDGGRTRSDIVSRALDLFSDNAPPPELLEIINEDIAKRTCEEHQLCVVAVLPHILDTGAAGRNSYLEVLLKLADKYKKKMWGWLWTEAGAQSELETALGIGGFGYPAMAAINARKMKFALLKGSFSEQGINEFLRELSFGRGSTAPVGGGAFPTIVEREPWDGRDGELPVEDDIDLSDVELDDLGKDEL
# PglD inh: inhibitors of Campylobacter jejuni PglD acetyltransferase; purified PglD enzyme, DTNB colorimetric CoA detection; inhibition, % at 12.5 µM; 360,000 compounds, 0.098% hits; AID 602405; in the data active means inhibition above about 16%, passing the limit was not always enough; inconclusive means no clear call, values can overlap the other calls; further: strong numbers were not always called active
# esBAF inh: SWI/SNF esBAF complex inhibition; mouse ES cells, Bmi1-luciferase knock-in reporter, 24 h; 100% = twice the neutral-well signal; reporter increase, % at 12.5 µM; 350,000 compounds, 2% hits; AID 602393; in the data active means activation above about 40%; inconclusive means no clear call, values can overlap the other calls;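 further: 0% = median of the plate's neutral control wells and 100% = double that signal; a rise in the Bmi1 reporter signal indicates esBAF inhibition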
# E-sel inducer: E-selectin induction on HUVECs. HUVEC E-selectin immunofluorescence imaging; normalized: neutral wells 0, TNF-alpha wells 100. AID 686992. activation, % at 7.58 µM. P16581. 260,000 compounds, 0.37% hits;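 active means mean E-selectin-positive cell signal at least 10% of the positive control, reached in at least 60% of replicates, without over 20% cell loss; inconclusive means no rule given, readout overlaps actives, possibly toxicity-flagged; inactive means the rest, including those meeting only one limit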;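 further: in these data hits start at about 27%; measured in HUVEC primary endothelial cells; signal is the percent of cells scored E-selectin positive by PE staining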
# Target sequence (P16581 whole entry, looked up): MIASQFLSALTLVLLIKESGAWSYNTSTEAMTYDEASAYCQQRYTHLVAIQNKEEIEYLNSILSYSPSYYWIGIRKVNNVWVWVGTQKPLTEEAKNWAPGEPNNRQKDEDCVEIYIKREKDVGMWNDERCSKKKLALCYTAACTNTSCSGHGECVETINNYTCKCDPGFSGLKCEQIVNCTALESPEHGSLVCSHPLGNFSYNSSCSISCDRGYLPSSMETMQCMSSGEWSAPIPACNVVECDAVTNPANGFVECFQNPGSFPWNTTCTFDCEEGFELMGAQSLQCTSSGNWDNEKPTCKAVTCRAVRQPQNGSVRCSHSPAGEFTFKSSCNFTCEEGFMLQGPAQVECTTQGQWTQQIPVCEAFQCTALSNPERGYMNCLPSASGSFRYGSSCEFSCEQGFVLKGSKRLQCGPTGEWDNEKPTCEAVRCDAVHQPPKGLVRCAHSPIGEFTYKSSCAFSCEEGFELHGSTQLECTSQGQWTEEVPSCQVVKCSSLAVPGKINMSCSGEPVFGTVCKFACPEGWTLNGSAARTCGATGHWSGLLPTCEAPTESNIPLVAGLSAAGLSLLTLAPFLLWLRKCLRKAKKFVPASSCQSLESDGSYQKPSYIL
#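 material = human umbilical vein endothelial cells (HUVEC), E-selectin induction | quantity = 3,000 cells/well | medium = EGM-2 growth medium on 0.1% gelatin-coated wells | technique = immunofluorescence imaging | read-out basis = % PE-positive cells | control set = TNF-alpha positive control, DMSO neutral control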
# Numbers without * were called inactive; ? = inconclusive; nt = no result given; & = joins results of further samples.
SMILES,RAD52 inh,RAD54 inh,ARNT-TACC3 inh,Casp6 inh,ERp5 block,PglD inh,esBAF inh,E-sel inducer
CCCOC(=O)c1ccc(Oc2c(-c3ccc(OC)cc3O)n[nH]c2C)cc1,-7,3,-3,2,1,-3,-9,nt
CC1(C)CC(=O)c2c(n(-c3cccc4ccccc34)ccc2=O)C1,nt,6,-2,nt,nt,3,9,nt
N#Cc1c(NC(=O)C2CC(Cl)=CCC2C(=O)O)sc2c1CCCCC2 (stereo not given),-11,nt,1,2,-1,nt,nt,-0.6
CC(NC(=O)C1CCC(CNS(=O)(=O)c2ccc3c(c2)C(C)(C)C(=O)N3C)CC1)c1ccccc1 (stereo not given),-33,-15,7,-2,3,3,-5,0.1
O=S(=O)(c1ccc(NC(=S)NN=C(C2CC2)C2CC2)cc1)N1CCOCC1,-13,nt,-3,1,0,nt,nt,nt
Cc1ccccc1CNC(=O)C(=O)NCC1OCCCN1S(=O)(=O)c1ccc(F)cc1C (stereo not given),-8,0,-1,1,-1,1,3,0.4
COc1ccc2[nH]c3c(c2c1)CCN1C(=O)N([C@@H](C)C(=O)NC2CCCCC2C)C(=O)[C@]31C (stereo not given in full),-16,-2,17,1,1,4,2,nt
CCCCCC/C=N/Nc1nnc(Cc2ccccc2)c(=O)[nH]1,12,-3,6,0,2,3,-2,0.4
O=C1CC(Cc2ccccc2)C(=O)N1c1ccc(Cl)cn1 (stereo not given),nt,0,-8,nt,nt,-8,-7,nt
COc1ccc(-c2nnc(SCC(=O)NNC(=O)c3ccc(C)cc3)o2)cc1,nt,12,-4,nt,nt,1,nt,-0.1

# 2 entries drawn at random from those above:
SMILES,RAD52 inh,RAD54 inh,ARNT-TACC3 inh,Casp6 inh,ERp5 block,PglD inh,esBAF inh,E-sel inducer
Cc1ccccc1CNC(=O)C(=O)NCC1OCCCN1S(=O)(=O)c1ccc(F)cc1C (stereo not given),-8,0,-1,1,-1,1,3,0.4
O=C1CC(Cc2ccccc2)C(=O)N1c1ccc(Cl)cn1 (stereo not given),nt,0,-8,nt,nt,-8,-7,nt

# (listing goes on)
SMILES,RAD52 inh,RAD54 inh,ARNT-TACC3 inh,Casp6 inh,ERp5 block,PglD inh,esBAF inh,E-sel inducer
O=C(Nc1cccc(S(=O)(=O)NC2=NCCCCC2)c1)c1cc(-c2ccccc2)nc2ccccc12,-13,-4,-7,-4,2,-2,5,nt
COc1ccccc1N1CCN(C(=O)C(C)N(c2ccc(C)c(C)c2)S(C)(=O)=O)CC1 (stereo not given),nt,-11,-1,nt,nt,-1,8,nt
Cc1cc(NC(=O)c2ccc(N3C(=O)C4C5C=CC(C5)C4C3=O)cc2)no1 (stereo not given),-28,nt,-6,-2,-2,nt,nt,nt
COc1ccc(C(=O)Nc2ccc3c(c2)OC[C@@H](C)N(C(C)=O)C[C@@H](C)[C@H](OC)CN(C)C3=O)cc1,-6,-1,0,0,1,2,-2,0.0
Cc1cccc(CN2CCC(C(=O)Nc3cccc(-c4cscn4)c3)CC2)n1,-41,0,1,-2,2,-8,7,nt
COc1ccc(NC(=O)N(C)C[C@@H]2Oc3ccc(NC(=O)CCCN(C)C)cc3CC(=O)N([C@H](C)CO)C[C@H]2C)cc1,-10,1,-2,-11,?,2,-3,-13
O=C(Nc1cc2c(=O)n(-c3ccc(Oc4ccccc4)cc3)ccc2oc1=O)c1ccccc1,-12,-4,-14,1,2,3,4,nt
C[C@H]1CN([C@@H](C)CO)C(=O)CCCn2nncc2CO[C@@H]1CN(C)S(=O)(=O)c1ccc(-n2cccn2)cc1,-12&-1,3&-5,1,0&3,4&-2,2&-1,-3&2,-0.5&0.7
CC(C)(C)NC(=O)CON=C1c2ccccc2-c2ccccc21,0,8,-3,8,0,0,nt,nt
O=C(C1CCCC1)N1CC(=O)N2[C@H](CO)[C@H](c3ccc(C#CC4CCCC4)cc3)[C@H]2C1,-3,nt,nt,-1,6,nt,nt,-0.1
CCCc1ccc2oc(C(=O)N(C)Cc3ccn[nH]3)c(C)c2c1,-10,-4,-4,6,-4,3,75*,nt
C[C@@H]1CN([C@H](C)CO)S(=O)(=O)c2ccc(Br)cc2O[C@H]1CN(C)Cc1cccnc1,-5,2,6,3,2,0,4,0.1
Nc1cc(Cl)nc(N/N=C/c2ccc([N+](=O)[O-])cc2)n1,nt,7,-1,nt,nt,-1,nt,0.1
NC(=O)NC(Cc1ccccc1)C(=O)NNC(=O)COc1ccccc1Cl (stereo not given),-9,5,-12,-2,5,-3,1,-0.2
O=C(CN1CCCC1)Nc1c2c(nc3ccccc13)N(Cc1ccccc1)CC2,19,7,-1,1,-1,7,-1,nt
CCOCCOc1cccc(C(=O)NC(c2ccccc2)c2ccccc2)c1,-8,-12,-1,3,2,2,-7,nt
Cc1cc(/C=C(\C#N)C(=O)NCc2ccccc2)c(C)[nH]1,0,-1,nt,0,6,0,21,-0.2
C[C@@H]1CN([C@@H](C)CO)C(=O)c2cc(-c3ccc(C#N)cc3)cnc2O[C@H]1CN(C)C(=O)c1ccccc1,9,5,-16,2,-4,3,0,-0.4
CCOC(=O)c1ccc2[nH]c3c(c2c1)CN(C)CC3,20,38,4,-3,6,0,4,0.1
C[C@H](CO)N1C[C@H](C)[C@@H](CN(C)Cc2ccc3c(c2)OCO3)Oc2ccc(NC(=O)c3ccncc3)cc2CC1=O,-1,-3,-5,-1,-2,0,0,0.1
C/C(=N/NC(=O)c1cnccn1)c1ccncc1,-18,-5,4,3,1,-4,1,0.8
Cc1ccc2cc(CCNC(=O)c3ccc(C)c([N+](=O)[O-])c3)c(=O)[nH]c2c1,-14,-2,-11,2,4,-2,nt,nt
O=C(CCc1ccccc1Cl)Nc1cc(S(=O)(=O)N2CCOCC2)ccc1N1CCCC1,-23,-4,-16,-149,1,-6,-1,1.4
Cc1ccc(N)cc1S(=O)(=O)N(C)C,-10,nt,-4,0,-4,nt,-4,1.1
Cc1ccc(NC(=O)NCCN2CCCCC2)cc1C,-14,-1,-2,-4,1,7,6,nt
CCOc1ccc(-c2nc(N)nc(C)c2-c2ccc(Cl)cc2)c(O)c1,-5,-18,8,4,9,7,-11,nt
CCOc1ccc(NC(=O)c2ccc3[nH]c(=O)c(=O)[nH]c3c2)cc1,0,-8,-1,1,-1,3,6,nt
COc1ccc(CCN2CC(C(=O)OCC(=O)NCc3ccccc3Cl)CC2=O)cc1OC (stereo not given),-13,-13,1,-3,6,-3,-6,nt
O=C(CCN1CCC2CCC(C2)C1)c1ccc(F)cc1 (stereo not given),-25,2,1,0,-7,-1,-6,0.0
CC(C)c1cn(CC[C@@H]2CC[C@@H](NC(=O)C3CCCCC3)[C@@H](CO)O2)nn1,-2&1,-5,-16,2&0,-4&-4,3,3,-0.1&-0.2
O=C1CN(C(=O)COC(=O)C2=COCCO2)c2ccccc2N1,nt,-9,6,nt,nt,-7,0,nt
Cc1noc(C)c1NC(=O)N(C)C[C@@H]1Oc2ccc(NC(=O)C3CCCCC3)cc2C(=O)N([C@H](C)CO)C[C@@H]1C,2,-4,-12,2,5,-2,-2,-0.1
O=C(CSc1ccc2nnc(-c3cccs3)n2n1)N1CCOCC1,-1,3,19,4,2,nt,-8,-0.9
COC(=O)[C@@]1(Cc2ccc(F)cc2)[C@H]2c3cc(C(=O)N(C)C)n(CCc4ccccn4)c3C[C@H]2CN1C(=O)c1ccccc1,-8,nt,nt,4,2,nt,nt,0.3
Cc1c(C(=O)NC2CCC(C)CC2)oc2ccccc12 (stereo not given),1,2,-4,-3,7,3,nt,0.3
CC(c1ccccc1)n1c(-c2cccs2)nc2c(c(=O)c3ccccc3n2C)c1=O (stereo not given),-9,1,nt,0,-1,-2,nt,-0.2
O=C(CCCCCN1C(=O)[C@@H]2Cc3ccccc3CN2C1=O)Nc1ccccc1F,0,-8,-1,0,8,-1,-6,-0.3
COc1ccccc1N1CCN(C(=O)C2CCN(S(=O)(=O)N3CCOCC3)CC2)CC1,nt,-3,-2,nt,nt,-2,-7,nt
CC1(C)CC(=O)C(C=NCCN2CCN(CC(=O)Nc3ccc(F)cc3)CC2)=C(O)C1,-23,nt,-6,-2,4,nt,nt,0.0
Cc1cc(=O)c(C(=O)O)nn1-c1ccccc1,-11,-11,-10,2,1,2,-3,-0.1
Cc1c(Cl)cccc1Nc1nc(N)nc(CSc2nc3ccccc3s2)n1,-14,nt,-5,2,7,nt,nt,-0.1
Cc1ccc(NC(=O)c2[nH]cnc2C(=O)NN)cc1,-15,-1,-1,1,-13,5,13,5.3
COc1ccccc1CO/N=C/c1cccn1-c1nccc(N(C)C)c1C#N,nt,0,1,nt,nt,-11,-7,nt
Nc1nonc1-n1nnc(C(=O)N/N=C/c2cccnc2)c1CSC1=NCCS1,-1,-1,3,-1,-3,2,nt,nt
COc1ccc(-n2c(=S)[nH]c3cc(C(=O)Nc4ccc(C)c(F)c4)ccc3c2=O)c(OC)c1,8,5,-4,2,1,1,18,nt
COc1ccc(C(=O)NNC(=O)Cc2coc3cc(OC)ccc23)cc1,-14,-1,57*,0,3,-4,5,1.0
CCOC(=O)c1[nH]c(C)c(CN(C(C)=O)c2ccc(OCC)cc2)c1C,-20,nt,2,0,-1,nt,nt,0.1
O=C(Nc1ncn[nH]1)c1cc(S(=O)(=O)Nc2ccc(Cl)cc2)ccc1Cl,-10,nt,-5,-3,0,nt,nt,0.0
O=C1CC2(CCN(S(=O)(=O)c3ccccc3)CC2)Oc2ccccc21,-1,1,2,-2,0,3,nt,nt
C[C@@H]1CN([C@H](C)CO)C(=O)c2cc(NC(=O)Nc3ccccc3)ccc2O[C@@H](C)CCCCO[C@H]1CN(C)Cc1ccncc1,-8,-3,-1,-3,1,-1,nt,0.3
# Next part.
SMILES,RAD52 inh,RAD54 inh,ARNT-TACC3 inh,Casp6 inh,ERp5 block,PglD inh,esBAF inh,E-sel inducer
Cc1ccc(S(=O)(=O)Nc2ccc(NC(=O)CN3CCCCC3)c(Cl)c2)cc1,nt,-3,2,nt,nt,-3,-3,nt
Cc1ccc(Cl)c(OCCN2CCCC(C)C2)c1 (stereo not given),nt,1,-1,nt,nt,-13,nt,7.2
O=C(Cc1nnc(NC(=O)c2ccccc2)s1)N/N=C/c1ccc(O)cc1,-14,5,-1,4,19,-7,10,nt
NCc1ccc2[nH]c(=O)[nH]c2c1,-11,-1,-3,-1,4,-3,-2,0.7
COc1ccc(NC(=O)N(C)C[C@H]2Oc3ccc(NS(C)(=O)=O)cc3CC(=O)N([C@@H](C)CO)C[C@H]2C)cc1,-5,-6,0,-1,9,-3,6,0.0
CO[C@@H]1CN(C)C(=O)c2ccc(NS(C)(=O)=O)cc2OC[C@H](C)N(C(=O)C2CCCCC2)C[C@@H]1C,-30,-5,-2,0,-2,-1,-5,-0.2
CCOC(=O)c1sc2nc(N3CCOCC3)c3c(c2c1N)CCC3,nt,2,3,nt,nt,-4,13,-0.8
O=C(CN(C(=O)CNS(=O)(=O)c1ccc(F)cc1)c1ccc(F)cc1)NCc1ccco1,-37,4,-3,3,-3,-1,-6,0.0
COc1ccc(/C=N/N2CCN(C)CC2)c(OC)c1OC,-7,nt,-1,-5,0,nt,nt,nt
Cc1nc2c3ccccc3n(CC(=O)c3ccc(F)cc3)c(=O)n2n1,0,10,nt,0,-4,0,0,-0.1
CCc1cc(C(=O)OCC(=O)NCCc2ccccc2)sc1C,5,14,nt,5,-1,-1,-7,0.0
COCCCN1C(=O)c2ccc(C(=O)OCC(=O)N(C)c3ccccc3)cc2C1=O,-1,5,nt,-2,0,0,nt,nt
Cc1ccc(C(C)C)c(OC/C(O)=C(\C#N)c2nc3ccccc3[nH]2)c1,-5,nt,-8,-5,0,nt,-2,nt
